LGR2 inh – Drosophila LGR2 receptor signaling inhibition. HEK293 LGR2, CRE-luciferase, bursicon-stimulated, 4 h. inhibition, % at 9.99 µM. 0.35% of 380,000 active. AID 720647;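 active = drop in luminescence signal, shown as inhibition above about 50% in the replicate tests, limit read from the data, passing the limit was not always enough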;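 also: agonist challenge used bursicon conditioned medium at about half maximal strength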
PglD inh – PglD (C. jejuni) enzyme inhibition; purified PglD enzyme, DTNB colorimetric CoA detection; inhibition, % at 12.5 µM; 0.098% of 360,000 active; AID 602405; in the data active = inhibition above about 16%, passing the limit was not always enough; also: strong numbers were not always called active
C2C12 statin – suppressors of simvastatin-induced myotoxicity in C2C12 myotubes | ATP luminescence, 48 h; scaled: DMSO 0, geranylgeraniol control 100 | rescue of ATP level, % at 7.49 µM | 0.78% of 330,000 active;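 active = mean ATP rescue above about 67%, or every replicate alone reaching that limit, limit read from the data, passing the limit was not always enough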;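 also: myotubes were challenged with 10 µM simvastatin during compound exposure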
Cneo AK release – Cryptococcus neoformans lysis via adenylate kinase release; 0.2% of 360,000 active; lysis activity, % at 15 µM; C. neoformans lysis, adenylate kinase release luminescence, 4 h; normalised: neutral wells 0, clomiphene wells 100;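 active = mean lysis activity across replicates of at least 80%, whatever share of replicates individually reach that level; inactive = mean lysis activity below 80%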
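Schedule: static 4 h at 37 °C with compound, 1 h detection; system: C. neoformans cells; benchmarks: Clomiphene as positive control; buffer or medium: fresh YPD medium; measure: luminescence rise reflecting yeast cell lysis; measured by: luminescent adenylate kinase detection reagent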
PGC1a acetyl inh – modulators of PGC1a acetylation. 0.17% of 350,000 active. U2OS PGC1a acetylation, AlphaScreen anti-acetyl-lysine; with virally co-expressed GCN5 acetyltransferase. inhibition, % at 15.6 µM;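 active = every replicate shows inhibition of at least 40%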;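 also: 0% = neutral control wells and 100% = positive control wells; some results beyond the cut were filed as inactive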
ARNT TACC3 PPI – ARNT/TACC3 interaction disruption; Q9Y6A5; 0.66% of 390,000 active; AID 623870; inhibition, % at 9.99 µM; AlphaScreen His-ARNT PAS-B/GST-TACC3 binding, luminescence; TACC3 fragment carries E629A point mutation;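 active = mean inhibition of replicates at least 50% and at least half of replicates each reaching 50%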;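 also: 0% = complete ARNT plus TACC3 wells and 100% = ARNT alone without TACC3; many hits fall short of the cut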
PAX8 reporter – lowers PAX8-driven luciferase in RMG-I cells. RMG-I TPO-luciferase reporter, SteadyGlo, 24 h. inhibition, % at 12.6 µM. 1.2% of 360,000 active;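 active = mean replicate inhibition at least 60% with every replicate also reaching 60%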;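 also: luciferase light reporting Pax8 driven TPO promoter activity; plate controls were median of neutral control wells for no effect and mitoxantrone controls for full effect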
INS-1E GSIS act – primary screen for activators of insulin secretion dependent on glucose, INS-1E cells, GLuc reporter luminescence | INS-1E GLuc reporter insulin secretion, 2-3 h | activation, % at 16.6 µM | 0.61% of 370,000 active | AID 743287;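 active = lowest replicate activation of at least 40%, so every replicate reaches that level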;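 also: 0% = median of neutral control wells and 100% = median of IBMX positive control wells; some compounds called inactive have numbers as strong as hits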
* hit, by the source's call; . = not tested or not shown.

SMILES	LGR2 inh	PglD inh	C2C12 statin	Cneo AK release	PGC1a acetyl inh	ARNT TACC3 PPI	PAX8 reporter	INS-1E GSIS act
COc1ccccc1N1CCN(/N=C/c2cc([N+](=O)[O-])ccc2Cl)CC1	36	.	.	.	.	-7	-17	1
C[C@H]1CN([C@@H](C)CO)C(=O)c2cccc(NC(=O)C3CCCCC3)c2O[C@@H]1CN(C)S(=O)(=O)c1cccs1	2	-2	-42	2	12	-1	23	1
Cc1ccc(-c2csc(N/N=C/C=C/c3ccccc3)n2)cc1	-9	4	-9	0	-7	-4	.	12
CCCOc1ccc(N2C(=O)CC(NCc3ccc(S(N)(=O)=O)cc3)C2=O)cc1 (stereo not given)	4	.	.	.	5	-38	-1	-8
COCC(=O)N1CC(=O)N2[C@H](C1)[C@@H](c1ccc(C#CC(C)C)cc1)[C@@H]2CO	1	.	.	.	1	.	5	-17
C[C@H](CO)N1C[C@H](C)[C@H](CN(C)C(=O)Cc2ccccc2)OCCCC[C@H](C)Oc2ccc(NC(=O)CCC(F)(F)F)cc2C1=O	0	-4	49	0	-2	0	-2	-13
COc1ccc(CN(C(=O)c2ccc(-c3ccccc3)[nH]2)C(C(=O)NCC2CCCO2)c2ccc(C)o2)cc1 (stereo not given)	.	.	33	0	11	-2	12	.
CC1CCN=C(N)S1 (stereo not given)	-14	2	4	-1	.	-4	-18	.
CCN(CC)S(=O)(=O)c1ccc(N/N=C(\C)c2ccncc2)c([N+](=O)[O-])c1	9	6	0	-1	-11	2	2	6
Cc1ccc(S(=O)(=O)NCC(=O)N(CC(=O)NCC2CCCO2)Cc2ccco2)cc1 (stereo not given)	10	-4	-6	0	.	-4	3	3
NS(=O)(=O)c1cc2c(cc1Cl)NC(c1ccccc1OCC(=O)O)NS2(=O)=O (stereo not given)	-10	-3	-3	-1	.	.	6	6
CN1CCN(C(=O)C[C@@H]2C[C@@H]3c4cc(NC(=O)NC5CCCCC5)ccc4O[C@@H]3[C@H](CO)O2)CC1	-3	0	0	1	0	-17	-15	-1
Cc1cccc(N2CCN(C(=O)c3ccc(NS(=O)(=O)c4ccc5[nH]c(=O)[nH]c5c4)cc3)CC2)c1C	9	-2	16	11	.	-3	28	-9
CC(C)NC(=O)C1CC=CCC1C(=O)O (stereo not given)	10	1	.	3	2	3	-12	-13
Cc1cc(N2C(=O)C3CC=CCC3C2=O)no1 (stereo not given)	.	0	4	4	6	-55	5	.
O=C(C[C@@H]1CC[C@@H]2[C@H](COC[C@H](O)CN2CC2CCCCC2)O1)NCc1ccc(F)cc1	3	-6	48	-2	-19	0	23	-12
C[C@H]1CCCCO[C@@H](CN(C)Cc2ccccc2)[C@@H](C)CN([C@@H](C)CO)C(=O)c2cc(NS(=O)(=O)c3cn(C)cn3)ccc2O1	-22	1	.	1	-3	-16	-19	8
O=C(Oc1cc(=O)n2ccccc2n1)c1ccccc1	-8	-1	12	-11	11	-1	28	1
C=CCN(c1ccccc1)S(=O)(=O)c1cccc(C(=O)N2CC(C)CC(C)C2)c1 (stereo not given)	11	-8	-16	4	.	0	18	10
Cc1ccc(CCc2nnc(SCC(=O)Nc3ccccc3Cl)n2-c2ccccc2)o1	-2	10	.	1	3	-6	7	-31
CN1C(=O)c2cc(NC(=O)c3ccc4c(c3)OCO4)ccc2OC[C@@H]2O[C@H](CC(=O)O)CC[C@@H]21	15	1	-27	-4	-4	-6	-10	-4
O=C1OCc2ccc(NC(=O)C3CCCCC3)cc21	1	-1	-20	-1	9	-4	.	3
O=C(NCCN1CCCC1)[C@H]1N[C@H]2c3ccc(-c4ccccc4)c(=O)n3C[C@H]2[C@@H]1CO	-20	2	-11	-3	.	4	-22	-2
CC1C(O)=C(c2nc3ccccc3[nH]2)C(=N)N1c1ccccc1 (stereo not given)	-28	3	-21	-1	-9	3	.	2
Cc1[nH]nc(-c2ccc(OCc3cnn(-c4ccccc4)c3)cc2O)c1Oc1ccc(F)cc1	.	2	5	14	-12	0	.	.
SMILES	LGR2 inh	PglD inh	C2C12 statin	Cneo AK release	PGC1a acetyl inh	ARNT TACC3 PPI	PAX8 reporter	INS-1E GSIS act
C[C@@H]1CN([C@@H](C)CO)C(=O)c2cc(C3=CCCC3)cnc2O[C@H]1CN(C)S(=O)(=O)c1cn(C)cn1	-15	2	10	1	13	-1	3	-10
CC(C)NC(=O)CSc1nc(Cc2ccccc2)nc2ccccc12	6	-1	-13	-1	0	-2	16	12
CCCNC(=O)C[C@H]1C[C@@H]2c3cc(NC(=O)C4CCOCC4)ccc3O[C@@H]2[C@H](CO)O1	-15	1	2	2	8	-13	-10	-1
COC(=O)c1[nH]c2cc(OC)ccc2c1NC(=O)CN1CCC(C(N)=O)(N2CCCCC2)CC1	.	2	-16	1	-11	-4	.	.
Cn1ncc(C#N)c1NC(=O)C1CC(c2ccc(Cl)cc2)=NO1 (stereo not given)	-5	1	18	0	6	-1	.	0
O=C(CCC(=O)N1CCSc2ccccc21)NCc1cccc(Br)c1	-4	-1	-8	1	.	-3	1	-29
C/C(=N\Nc1cc(Cl)nc(C)n1)c1ccc(Cl)c(Cl)c1	.	1	-106	15	3	-1	.	.
O=C(CC1SC(=O)N(c2ccccc2)C1=O)Nc1ccc(Br)cc1 (stereo not given)	.	8	.	-2	5	.	-45	.
CC1=CC(C)[C@H](/C=N/n2c(=O)[nH]c3c([nH]c4ccc(Br)cc43)c2=O)C(C)C1 (stereo not given in full)	-9	2	-23	0	5	-8	7	6
COc1ccc(NC(=O)CCc2ccccc2)cc1NC(=O)c1ccco1	.	3	-49	-8	-6	-6	.	.
CC(OC(=O)c1ccc([N+](=O)[O-])s1)C(=O)NC1CCCCC1C (stereo not given)	2	-3	1	2	2	-16	14	.
CO[C@@H]1CN(C)C(=O)c2cc(NS(=O)(=O)c3cccc(F)c3)ccc2OC[C@H](C)N(C(=O)Cc2cccnc2)C[C@@H]1C	-7	-4	5	1	-13	6	7	2
CC(C)NC(=O)Nc1ccc2c(c1)CC(=O)N([C@H](C)CO)C[C@H](C)[C@@H](CN(C)S(=O)(=O)c1ccc(F)cc1)O2	-1	.	5	.	5	.	-11	2
CCCC(=O)N(Cc1cc2cc(C)ccc2[nH]c1=O)c1ccccc1OC	.	-2	76*	2	-2	.	.	.
COc1ccc(C2/C(=C(/O)c3ccc(C)cc3)C(=O)C(=O)N2c2ccccn2)cc1 (stereo not given)	-1	0	9	3	-8	-28	-3	5
C[C@@H]1CN([C@@H](C)CO)C(=O)c2cc(NC(=O)CCC(F)(F)F)ccc2O[C@H]1CN(C)Cc1ccc2c(c1)OCO2	-1	-2	6	-7	-6	3	-13	33
CC1Cc2nc(SCC(=O)Nc3ccc(F)cc3F)n(C)c(=O)c2S1 (stereo not given)	1	4	-3	0	-6	1	.	-15
COc1ccc(-n2cc(CNC3CCOCC3)c(-c3cccc(F)c3)n2)cc1	5	.	.	.	.	23	1	-8
O=c1c2ccccc2[nH]c(=S)n1Cc1ccccc1Cl	-2	10	-4	-1	17	-8	27	3
N#CCCn1c(=O)n(CCC#N)c2ccccc21	24	.	.	.	-3	-5	-9	-3
CC(C)(C)C1CCC(OCC(O)CN2CCN(Cc3ccccc3)CC2)CC1 (stereo not given)	6	.	.	.	3	0	-3	-21
COCCn1cnc2c1c(=O)n(CC(=O)OCC(=O)NCC(F)(F)F)c(=O)n2Cc1ccccc1	-1	.	.	.	.	20	4	1
COc1cccc(C(=O)Nc2ccc3c(c2)C(=O)N(C)C[C@@H](OC)[C@H](C)CN(C)[C@@H](C)CO3)c1	-4	3	7	45	-4	-3	.	-1
CCOc1ccc([C@@H]2CC=C(C(=O)O)[C@H](c3cccc(Cl)c3)N2S(=O)(=O)c2ccc(C)cc2)cc1	-3	5	17	-1	0	-3	-3	.
NC(=O)C1(N2CCCCC2)CCN(C2CC(=O)N(CCc3ccccc3)C2=O)CC1 (stereo not given)	.	-3	.	1	-2	13	.	.
COCCN(C(=O)COC(=O)c1ccc(C=O)cc1)c1c(N)n(Cc2ccccc2)c(=O)[nH]c1=O	2	1	14	5	.	2	-6	21
CC(CNC(=O)CN1C(=O)c2cccnc2Oc2ccc(Cl)cc21)c1ccccc1 (stereo not given)	4	-5	19	0	.	0	11	-24

Compounds from the list above with an aryl methoxy group, in the order listed:
SMILES	LGR2 inh	PglD inh	C2C12 statin	Cneo AK release	PGC1a acetyl inh	ARNT TACC3 PPI	PAX8 reporter	INS-1E GSIS act
COc1ccccc1N1CCN(/N=C/c2cc([N+](=O)[O-])ccc2Cl)CC1	36	.	.	.	.	-7	-17	1
COc1ccc(CN(C(=O)c2ccc(-c3ccccc3)[nH]2)C(C(=O)NCC2CCCO2)c2ccc(C)o2)cc1 (stereo not given)	.	.	33	0	11	-2	12	.
COC(=O)c1[nH]c2cc(OC)ccc2c1NC(=O)CN1CCC(C(N)=O)(N2CCCCC2)CC1	.	2	-16	1	-11	-4	.	.
COc1ccc(NC(=O)CCc2ccccc2)cc1NC(=O)c1ccco1	.	3	-49	-8	-6	-6	.	.
CCCC(=O)N(Cc1cc2cc(C)ccc2[nH]c1=O)c1ccccc1OC	.	-2	76*	2	-2	.	.	.
COc1ccc(C2/C(=C(/O)c3ccc(C)cc3)C(=O)C(=O)N2c2ccccn2)cc1 (stereo not given)	-1	0	9	3	-8	-28	-3	5
COc1ccc(-n2cc(CNC3CCOCC3)c(-c3cccc(F)c3)n2)cc1	5	.	.	.	.	23	1	-8
COc1cccc(C(=O)Nc2ccc3c(c2)C(=O)N(C)C[C@@H](OC)[C@H](C)CN(C)[C@@H](C)CO3)c1	-4	3	7	45	-4	-3	.	-1

Whole records, quoted from the list. Order of values: LGR2 inh, PglD inh, C2C12 statin, Cneo AK release, PGC1a acetyl inh, ARNT TACC3 PPI, PAX8 reporter, INS-1E GSIS act
COc1ccc(-n2cc(CNC3CCOCC3)c(-c3cccc(F)c3)n2)cc1 reads 5, ., ., ., ., 23, 1, -8
CC(C)NC(=O)CSc1nc(Cc2ccccc2)nc2ccccc12 reads 6, -1, -13, -1, 0, -2, 16, 12
